# mHTT-CaM PPI inh: disrupts binding of mutant huntingtin to calmodulin; P42858; AlphaScreen His-mHTT/GST-CaM binding, luminescence; inhibition, % at 15 µM; 190,000 compounds, 3.6% hits; AID 1671202;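 note: 0% = both proteins with DMSO and 100% = one protein alone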
# Pf apPOL inh: Pf-apPOL DNA polymerase inhibition. Recombinant Pf-apPOL, molecular beacon fluorescence, 1.5 h. inhibition, % at 10 µM. 210,000 compounds, 0.25% hits
# * hit, by the source's call; . = no result given. Cut-off read from the data, not from the text of the source: active = inhibition above about 50%; inactive = the rest.
# The line under a structure holds: mHTT-CaM PPI inh, Pf apPOL inh
1. CCCc1nc2cccnc2n1C1CCN(S(=O)(=O)c2c(C)nn(C)c2C)C1 (centres undefined)
 : 6, -3
2. CCN(CC)c1ccc(NS(=O)(=O)c2cccc3nsnc23)c(C)c1
 : 54*, -4
3. O=C(Oc1ccc2c(=O)c(-c3ccccc3)coc2c1)c1cccc([N+](=O)[O-])c1
 : -2, -6
4. COc1cccc(CNC(=O)Cn2cc(-c3ccc(C)cc3)oc2=O)c1
 : 13, 2
5. Cc1ccc2c(c1)C(O)(CC(=O)c1cccc([N+](=O)[O-])c1)C(=O)N2 (centres undefined)
 : 3, -3
6. Cc1ccc(C)c(NC(=O)Cn2nc3c(cc2=O)CCCC3)c1
 : 4, 6
7. COc1cc(C2N(c3cc(C)on3)C(=O)C3CCCN32)cc(OC)c1OC (centres undefined)
 : -3, -1
8. CC(C)CCNC(=O)C1CC(=O)N(CCc2c[nH]c3ccc(F)cc23)C1 (centres undefined)
 : 22, -5
9. COc1ccc(N2C(=O)CC(N3CCC(O)(c4ccc(Br)cc4)CC3)C2=O)cc1 (centres undefined)
 : 7, 9
10. O=C1C(=O)N(CCN2CCOCC2)C(c2cccc(Br)c2)C1=C(O)c1ccccc1 (centres undefined)
 : 4, 4
11. COc1ccc(N(CC(=O)Nc2ccc(F)c(Cl)c2)S(C)(=O)=O)cc1OC
 : 9, 3
12. Cc1ccccc1C(=O)Cc1ccc(C(N)=O)cc1
 : ., 2
13. COc1ccc(Cl)cc1NC(=O)Cn1nc(C)c([N+](=O)[O-])c1C
 : 6, 11
14. Cc1nccn1-c1cc(N2CCCC2)nc2ccnn12
 : 0, -1
15. CC(O)(CNC(=O)C(=O)Nc1cccc(N2CCCCC2=O)c1)c1ccccc1 (centres undefined)
 : -10, -3
16. CC(=O)Nc1cccc2c(C(=O)N3CCOCC3)ccnc12
 : -1, 2
17. CC(C)Oc1ccc(CNC(=O)C2CCN(c3cncnc3N(C)C)CC2)cc1
 : 11, -4
18. Cc1nn2c(=O)/c(=C/c3ccc(Cl)cc3Cl)sc2nc1=O
 : 2, 8
19. CCC(C)NS(=O)(=O)c1cc(Br)cc2c1N(C(C)=O)CC2 (centres undefined)
 : -1, -4
20. CCOc1ccccc1C(=O)N1CCC2(CC1)NC(=O)N(Cc1ccc(Cl)cc1)C2=O
 : 55*, -2
21. O=[N+]([O-])c1ccc2c(c1)c1ccccc1n2Cc1ccccc1O
 : 25, -6
22. COc1ccccc1-n1nnc(C(=O)OCc2ccccc2F)c1C
 : -26, -4
23. COCCCNC(=O)C1CCN(Cc2cc3ccccc3n2Cc2ccccc2)CC1
 : 93*, 3
24. COC(=O)C1CN(Cc2cn(Cc3ccc(OC)cc3)nn2)CCS(=O)(=O)N1Cc1ccc(C)cc1 (centres undefined)
 : 7, -7
25. COc1cc(CN2CCN(Cc3ccco3)CC2)c([N+](=O)[O-])cc1OC
 : 0, -3
26. COc1ccccc1C(=O)Nc1ccc(Nc2cc(-n3ccnc3)ncn2)cc1
 : 32, -7
27. Cc1ccc(-c2nnc(Cc3nc(-c4cccc(C(F)(F)F)c4)no3)o2)cc1
 : -10, 0
28. COc1cccc(C2CC(c3cccc(OC)c3OC)n3ncnc3N2)c1 (centres undefined)
 : 2, 2
29. COc1ccc(C2=NC3(CCN(C(C)C)CC3)NC(c3ccccc3O)C2)cc1 (centres undefined)
 : 7, -5
30. CCc1cccc(NC(=O)N2CCN(c3cc(-n4ccnc4)nc(C)n3)CC2)c1
 : 9, -2

# 4 structures from above, arranged by number of heavy atoms, ascending.
# The line under a structure holds: mHTT-CaM PPI inh, Pf apPOL inh
18. Cc1nn2c(=O)/c(=C/c3ccc(Cl)cc3Cl)sc2nc1=O
 : 2, 8
28. COc1cccc(C2CC(c3cccc(OC)c3OC)n3ncnc3N2)c1 (centres undefined)
 : 2, 2
17. CC(C)Oc1ccc(CNC(=O)C2CCN(c3cncnc3N(C)C)CC2)cc1
 : 11, -4
20. CCOc1ccccc1C(=O)N1CCC2(CC1)NC(=O)N(Cc1ccc(Cl)cc1)C2=O
 : 55*, -2

# Later entries:
# The line under a structure holds: mHTT-CaM PPI inh, Pf apPOL inh
31. CC1CCC2(CC1)NC(=O)N(CC(=O)Nc1ccccc1)C2=O (centres undefined)
 : 5, -1
32. COc1ccc(NC(=O)C2OC3OC(C)(C)OC3C3OC(C)(C)OC23)c(OC)c1 (centres undefined)
 : 6, -2
33. Cc1[nH]c(=O)[nH]c(=O)c1S(=O)(=O)Nc1ccc(Cc2ccncc2)cc1
 : -4, -6
34. CCCCn1c(=N)n(CC(O)c2ccc(Cl)cc2)c2ccccc21 (centres undefined)
 : -13, 0
35. O=[N+]([O-])c1cc(C(F)(F)F)cc([N+](=O)[O-])c1N1CCCCC1
 : 24, -2
36. COc1cc(CC(=O)N(C)C)c(Cc2cc(OC)c(OC)cc2CC(=O)N(C)C)cc1OC
 : -3, -6
37. Cc1c(Cl)c([N+](=O)[O-])nn1CCCC(=O)Nc1cccnc1Cl
 : 6, -3
38. CCC(=O)N1c2ccc(S(=O)(=O)N3CCOCC3)cc2CC1C (centres undefined)
 : 0, 15
39. CC(C)(C)c1ccc(-c2cc(=O)c3cc(NC(=O)C4CCCCC4)ccc3o2)cc1
 : 1, 0
40. Cc1cc(C)cc(C(=O)N2CCc3c(c(-c4nc(Cc5ccccc5)no4)nn3C)C2)c1
 : -7, -2
41. O=C1C2C(C(=O)N1C13CC4CC(CC(C4)C1)C3)C1C=CC2C12CC2 (centres undefined)
 : 2, -4
42. O=C(Cc1cccc(C(F)(F)F)c1)N1CCc2nc[nH]c2C1
 : -3, 24
43. O=C(Cc1ccsc1)N1CCCCC1c1nc(-c2ccncc2)no1 (centres undefined)
 : -4, -3
44. CCC(C)(C)NC(=O)C1CCN(c2nccnc2Sc2ccc(C)cc2)CC1
 : -11, -5
45. COc1ccc(C2/C=C\[C@H](O[Si](C)(C)C(C)(C)C)[C@H](C(C)C)CC(=O)N2Cc2ccccc2)cc1 (some centres undefined)
 : -9, -9
46. O=C(NCc1ccc(F)cc1)N1CCC(CCOc2cccnc2)CC1
 : 1, -6
47. O=[N+]([O-])c1ccccc1S(=O)(=O)N1CCOCC1
 : -7, 4
48. COc1ccc(-c2[nH]ncc2CN2CCCC2c2c(C)noc2C)cc1OC (centres undefined)
 : 9, 12
49. COc1ccc(CN2CCc3nc(Nc4ccccc4OC)ncc3C2)c(OC)c1
 : 44, -1
50. C=CCn1ccn(-c2cccc3ccccc23)c(=O)c1=O
 : -13, 4
51. CCN(CC)c1ccc(/C=C2/C(=N)N3N=C(C(C)C)SC3=NC2=O)cc1
 : 4, -6
52. CCCN(CCC)CCNC(=O)C1c2cc(OC)c(OC)cc2C(=O)N(C)C1c1cccs1 (centres undefined)
 : -10, 0
53. CC(=O)N1CCc2cc(N3CC(C(=O)NC4CCCC4)CC3=O)ccc21 (centres undefined)
 : -3, -4
54. COc1cc(C(=O)Oc2ccc3c(OC)c4ccoc4nc3c2OC)cc(OC)c1OC
 : ., -16
55. Cc1ccccc1CNC(=O)C1(C)Oc2cccnc2N(C(C)C)C1=O (centres undefined)
 : -11, -4
56. Fc1cccc(-c2nc3cc(Cl)ccc3o2)c1
 : -17, -5
57. COc1ccccc1CNC(=O)C(C)(C)Oc1ccc(Cl)cc1
 : -25, 2
58. CCOC(=O)N1CCN(c2cc(C(F)(F)F)cc(C(F)(F)F)n2)CC1
 : ., -9
59. O=C(Nc1sc2c(c1C(=O)NCCN1CCOCC1)CCCC2)c1ccccc1
 : 0, -9
60. COc1ccc(C2CN(C(=O)c3cccs3)CC2C(=O)N2CCCC2)c(OC)c1 (centres undefined)
 : 10, -3

# Values in list order from the list.
# mHTT-CaM PPI inh, entries 53–60 → -3, ., -11, -17, -25, ., 0, 10
# Pf apPOL inh, entries 53–60 → -4, -16, -4, -5, 2, -9, -9, -3

# Further results follow.
# The line under a structure holds: mHTT-CaM PPI inh, Pf apPOL inh
61. CCC(Sc1nccn1C)C(=O)Nc1ccc(Cl)cn1 (centres undefined)
 : 1, -5
62. CCN1CCN(CC2CCN(S(=O)(=O)Cc3ccc(Cl)cc3)CC2)CC1
 : 6, 2
63. Cc1oc(C2CCN(C(=O)c3cc(F)ccc3F)CC2)nc1C(=O)N1CCCCC1
 : 2, -4
64. CNC(=O)N1CCCC(c2cccc(C(=O)NCc3cc(OC)cc(OC)c3)c2)C1 (centres undefined)
 : 10, -12
65. O=[N+]([O-])c1cccc(NC2=NS(=O)(=O)c3ccccc32)c1
 : 4, -6
66. CCCCN1C[C@H](C)[C@@H](CC(=O)Nc2ccccc2)C1=O
 : -10, -7
67. C=CCc1c(C)nc(N2CCSCC2)[nH]c1=O
 : ., 22
68. O=C(Cc1csc(NC(=O)c2ccsc2)n1)NCCOc1ccc(F)cc1
 : 3, -4
69. Cc1ccc(C)c(-c2cncc(C(=O)NCC3CCCO3)c2)c1 (centres undefined)
 : -3, -5
70. CCOc1ccc(-n2ccn3cc(-c4cccc(Cl)c4)nc3c2=O)cc1
 : -4, 0
71. Cc1cccc(Cn2ncc(O)c(Cl)c2=O)c1
 : -4, -4
72. COc1ccc(OC)c(/C=C2\N=C(c3ccc([N+](=O)[O-])cc3Cl)OC2=O)c1
 : -3, -5
73. COc1ccc(C2C3=C(CC(C)(C)CC3=O)Nc3ncnn32)cc1Br (centres undefined)
 : 2, -4
74. CC(NC(=O)C(=O)Nc1ccon1)c1ccccc1 (centres undefined)
 : -14, -8
75. COc1ccc(C2SCC(=O)N2CCCN(C)C)cc1OC (centres undefined)
 : -1, -2

# As entered above:
# cpd 68 @ mHTT-CaM PPI inh = 3
# cpd 66 @ mHTT-CaM PPI inh = -10

# Record cards, from the list above. Screens in order: mHTT-CaM PPI inh | Pf apPOL inh
# Results for CCCCN1C[C@H](C)[C@@H](CC(=O)Nc2ccccc2)C1=O → -10 | -7
# Results for CCN1CCN(CC2CCN(S(=O)(=O)Cc3ccc(Cl)cc3)CC2)CC1 → 6 | 2
# Results for Cc1ccc(C)c(-c2cncc(C(=O)NCC3CCCO3)c2)c1 (centres undefined) → -3 | -5
# Results for COc1ccc(C2SCC(=O)N2CCCN(C)C)cc1OC (centres undefined) → -1 | -2
# Results for COc1ccc(OC)c(/C=C2\N=C(c3ccc([N+](=O)[O-])cc3Cl)OC2=O)c1 → -3 | -5

# The list goes on:
# The line under a structure holds: mHTT-CaM PPI inh, Pf apPOL inh
76. Cc1cc(C)n(-c2ccc(=O)n(CCNC(=O)c3cccs3)n2)n1
 : -7, -5
77. CN1CCN(S(=O)(=O)c2ccc(F)c(F)c2)CC1c1ccccc1 (centres undefined)
 : -5, -1
78. COc1cccc(-c2nc3cc(NC(=O)c4ccccc4[N+](=O)[O-])ccc3o2)c1
 : 21, -14
79. COc1ccccc1CNC(=O)C(=O)Nc1cc(C)nc2ccccc12
 : -10, -5
80. CCCN1CCC(NC23CC4CC(CC(C4)C2)C3)CC1
 : 2, -5
81. CN1CCN(CCCc2ccccc2)CC1
 : -4, 17
82. O=C(NC1CCCC1)c1cc2n(n1)CCCC2
 : 3, 0
83. C=C(C)c1cccc(C(C)(C)NC(=O)Nc2ccccc2F)c1
 : 2, 9
84. COc1ccc(-c2noc(C3CCN(CC(=O)Nc4cccc(C)c4)CC3)n2)cc1
 : 10, 0
85. CC1=NN(C(=O)C(F)(F)F)C(O)(c2cccc(Br)c2)C1 (centres undefined)
 : 8, 1
86. COc1cc(C(=O)NC(N)=Nc2nc3ccccc3o2)cc(OC)c1OC
 : 1, 2
87. O=C(Nc1ccncc1)c1ccc2c(c1)nnn2Cc1ccccc1
 : -2, -4
88. CSc1nnc(-c2cc(OCC(F)(F)F)nc(OCC(F)(F)F)c2)n1Cc1ccco1
 : ., -6
89. COc1ccc(CCN2C(=O)CCC2(C)C(=O)NCCC(C)C)c(OC)c1 (centres undefined)
 : -9, -2
90. Cc1ccc(NC(=O)c2ccc([N+](=O)[O-])cc2)cc1F
 : 7, -7
91. O=C(Nc1nnc(-c2ccccc2)o1)c1cc(-c2cccs2)nc2ccccc12
 : -5, -234
92. O=C(NCCN1CCCCC1)C1Cc2cc(C(F)(F)F)ccc2N2CCOCC12 (centres undefined)
 : 31, -4
93. COCCC1CCN(C(=O)CN(C)C(=O)c2ccc3cc[nH]c3c2)CC1
 : 5, 0
94. CCOC(=O)N1CCN(C(=O)Cn2nc(C)c3cnn(C(C)(C)C)c3c2=O)CC1
 : -5, -4

# The order is random. About 3.6% of those tested had a hit in this group.
